Bioassay records: PubChem BioAssay, PCMD
FXIIa inh – blocks human coagulation factor XIIa activity. AID 701. inhibition, % at 10 µM. purified human FXIIa, AMC substrate fluorescence, 2 h. actives 0.2% (n = 33,000). P00748; in the data active = inhibition above about 30%;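 note: 0% = enzyme with vehicle only and 100% = no enzyme blank; many of its hits are not listed in these tables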
Target sequence (P00748 20-372 limits assumed): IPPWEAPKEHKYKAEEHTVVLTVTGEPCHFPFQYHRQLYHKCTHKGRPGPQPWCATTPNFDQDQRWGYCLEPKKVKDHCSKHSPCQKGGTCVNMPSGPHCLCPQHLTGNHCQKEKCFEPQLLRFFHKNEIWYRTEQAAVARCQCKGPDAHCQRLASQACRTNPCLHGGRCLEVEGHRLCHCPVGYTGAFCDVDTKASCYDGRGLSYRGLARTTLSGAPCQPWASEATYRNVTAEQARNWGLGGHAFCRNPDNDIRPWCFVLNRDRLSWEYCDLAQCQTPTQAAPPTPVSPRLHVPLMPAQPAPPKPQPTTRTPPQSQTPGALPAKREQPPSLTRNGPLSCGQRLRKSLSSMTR
Target sequence (P00748 373-615 limits assumed): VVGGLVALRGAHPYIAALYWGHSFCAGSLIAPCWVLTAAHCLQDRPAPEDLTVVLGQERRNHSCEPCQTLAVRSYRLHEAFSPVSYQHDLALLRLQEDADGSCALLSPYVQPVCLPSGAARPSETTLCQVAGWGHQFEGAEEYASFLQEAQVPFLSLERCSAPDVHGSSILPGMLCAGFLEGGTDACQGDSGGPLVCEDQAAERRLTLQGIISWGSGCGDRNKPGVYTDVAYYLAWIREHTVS
FXIa inh – inhibitors of human coagulation factor XIa; P03951; purified human FXIa, fluorogenic AMC substrate cleavage; inhibition, % at 10 µM; actives 0.3% (n = 33,000); AID 687;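 active = inhibition above 40% in the primary screen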;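 note: 0% = enzyme without compound and 100% = blank wells lacking enzyme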
* = called active by the depositor. Only part of the results is shown; count on the stated rates, not on these rows.

FXIIa inh | FXIa inh | SMILES
-2 | 1 | COc1ccc(OC)c(-n2c(C)ccc2-c2ccc(S(C)(=O)=O)cc2)c1
2 | 7 | COc1ccccc1N1CCN(CC(=O)NCC2CCCO2)CC1 (stereo not given)
-10 | -1 | CCC(=O)c1cc2c(cc1NC(=O)c1ccc(C)cc1)OCCO2
1 | 2 | Cc1noc(NS(=O)(=O)c2ccc(NC(=O)CCC3CCCC3)cc2)c1C
-10 | 19 | O=C(NC12CC3CC(CC(C3)C1)C2)C1CC(=O)N(c2ccc(Br)cc2)C1 (stereo not given)
4 | -1 | CCN(CC)CCN(Cc1cc2cc3c(cc2[nH]c1=O)OCCO3)C(=O)NC1CCCCC1
3 | 3 | CCOc1ccc(NC(=O)N(CCCN2CCOCC2)Cc2cccnc2)cc1
2 | 1 | Cc1ccc(NCC(O)C(O)C(O)CO)cc1C (stereo not given)
0 | -5 | Cc1oncc1-c1cn2ccccc2n1
4 | -4 | Cc1ccc(-c2nn(C)c(=O)c3ccccc23)cc1CNC(=O)CN1CCOCC1
4 | 5 | CCCCS(=O)Cc1ccccc1 (stereo not given)
-14 | 27 | O=C(CN1CCN(C2CCCCC2)CC1)c1c[nH]c2ccccc12
6 | 0 | O=C(Nc1cnc2sccn2c1=O)c1ccccc1Cl
4 | 8 | Cc1cc(N2CCCC2)c(C)cc1C=O
2 | 0 | CCOC(=O)c1ccccc1NC1c2ccccc2C(=O)N1c1cc(C)ccn1 (stereo not given)
-2 | -7 | Cc1cc(C2C(C#N)=C(N)Oc3n[nH]c(C)c32)c(C)s1 (stereo not given)
-1 | -4 | Cc1nc2cc(-c3cccs3)[nH]n2c(=O)c1C
0 | -6 | CCN1CCN(S(=O)(=O)c2cccc3nsnc23)CC1
-16 | -14 | Nc1nc2n(n1)C(c1cccc(Cl)c1)CC(c1ccc(F)cc1)N2 (stereo not given)
-1 | 3 | O=C(O)C1CCC(N2C(=O)C3CCCCC3C2=O)CC1 (stereo not given)
6 | 1 | O=C(c1cnc2n(c1=O)CCS2)N1CCN(c2ccc([N+](=O)[O-])cc2)CC1
9 | 3 | O=C1CCCC/C1=C/Nc1ccc(C(=O)O)cc1
0 | -3 | Clc1ccc2c(Cl)c(-c3nnc(-c4ccccc4)o3)sc2c1
6 | 3 | COc1ccc(CN2C(=O)CCC2(C)C(=O)NC2CCCCCC2)cc1 (stereo not given)
18 | 9 | CCOC(=O)C(/C=C(\C#N)C(=O)OCC)=C(/N)N1CCN(c2ccccc2)CC1
-1 | -3 | CCOc1ccc(C(C)(O)CN2CCOCC2)cc1 (stereo not given)
-6 | -11 | COc1cccc(C2CC(c3ccc(Cl)cc3Cl)Nc3nc(N)nn32)c1 (stereo not given)
-10 | -12 | CCCC(=O)Nc1nnc(SCC(=O)NCc2cccs2)s1
2 | -12 | CCC1(O)c2ccccc2-c2ncccc21 (stereo not given)
6 | -15 | COCCn1c(C)cc(C2=NNC(=Nc3ccc(Cl)cc3Cl)SC2)c1C

Remaining list, next part
FXIIa inh | FXIa inh | SMILES
3 | 1 | O=C(Nc1cccc(O)c1)c1noc2c1CCCCC2
17 | -1 | CC1CCN(S(=O)(=O)c2cccc(C(=O)N(C)C3CCS(=O)(=O)C3)c2)CC1 (stereo not given)
5 | -16 | O=Cc1cn(CC(=O)N2CCOCC2)c2ccccc12
5 | 0 | COC(=O)c1cc(NC2c3ncccc3C(=O)N2Cc2ccccc2)cc(C(=O)OC)c1 (stereo not given)
-8 | -10 | CCOc1ccc(NC(=O)N2CCC(C(=O)c3ccc(F)cc3)CC2)cc1
-12 | 32 | COc1ccc(-n2c(=S)[nH]c3cc(C(=O)NCCCN4CCCC4=O)ccc3c2=O)cc1OC
16 | -3 | CCCCC(O)(CCN1CCOCC1)c1ccc(Cl)cc1 (stereo not given)
9 | -9 | Cn1cccc1/C=C1\CC(C(C)(C)C)C/C(=C\c2cccn2C)C1=O (stereo not given)
5 | -2 | Cc1ccc(C)c(N2CCN(C(=O)CNS(=O)(=O)c3cccs3)CC2)c1
11 | -7 | Clc1cccc(N=C2NN=C(c3ccc4c(c3)OCCO4)CS2)c1
5 | -4 | O=C(CCc1ccccc1)Nc1cc(Cl)ccc1O
10 | -4 | COc1cc(C=O)ccc1Oc1nnnn1-c1ccc(C(N)=O)cc1
9 | 1 | CCC(C)(C)n1nnnc1C(c1ccccc1)N1CCN(C2CCCC2)CC1 (stereo not given)
-12 | -11 | CCC(=O)c1ccc(OCC(O)CN2CCN(C(c3ccccc3)c3ccccc3)CC2)cc1 (stereo not given)
13 | 4 | CCn1c(-c2ccc(C)cc2)n[nH]c1=S
10 | 0 | O=C(Nc1cccc2cccnc12)c1cccc2ccccc12
6 | 9 | COc1ccc(OCCCC(=O)Oc2ccc(OC)cc2)cc1
3 | -7 | c1ccc(Sc2nc(N3CCCCC3)nc(N3CCCCC3)n2)nc1
6 | -1 | O=C(CN1CCN(Cc2cccc(Cl)c2)C1=O)NCc1ccccn1
9 | -5 | COc1cc2[nH]c(=S)n(N(C(C)=O)C(C)=O)c(=O)c2cc1OC
5 | -3 | Cc1ccc2c(c1)N(CC(=O)N1CCc3ccccc3C1)C(=O)CO2
-18 | 5 | CCn1nccc1C(=O)Nc1ccc(Cl)c(Cl)c1
7 | 10 | COc1ccc(OC)c(N2Cc3ccccc3C2)c1
-1 | 5 | CCCNS(=O)(=O)c1ccc(CCC(=O)N2CCC(C)CC2)cc1
0 | -3 | COC(CNC(=O)CCc1c(C)nc2c(-c3ccc(F)cc3)c(C)nn2c1C)OC
2 | -2 | Cc1ccc(C(=O)Nc2ccc(CC(=O)O)cc2)o1
6 | -2 | Cc1cccc(N2CCN(C(=O)c3cc4c(=O)[nH]c5ccccc5c4n3C)CC2)c1C
-10 | 25 | CCCCC(=O)Nc1ccc(C(=O)Nc2cccnc2)cc1
3 | 6 | CC1(C)N=C2C(=[N+]1[O-])CCC/C2=N\O
15 | -1 | COc1ccc(N(Cc2cc3cccc(C)c3[nH]c2=O)S(C)(=O)=O)cc1

Arranged by value in FXIIa inh (high to low): some entries from above
FXIIa inh | FXIa inh | SMILES
18 | 9 | CCOC(=O)C(/C=C(\C#N)C(=O)OCC)=C(/N)N1CCN(c2ccccc2)CC1
0 | -6 | CCN1CCN(S(=O)(=O)c2cccc3nsnc23)CC1
-1 | 5 | CCCNS(=O)(=O)c1ccc(CCC(=O)N2CCC(C)CC2)cc1

Full records, looked up by structure. Order of screens: FXIIa inh, FXIa inh
COc1ccc(N(Cc2cc3cccc(C)c3[nH]c2=O)S(C)(=O)=O)cc1 in the list: 15, -1
COc1cc2[nH]c(=S)n(N(C(C)=O)C(C)=O)c(=O)c2cc1OC in the list: 9, -5

Reformatted with two lines to a compound: six of the compounds above.
Fields: FXIIa inh | FXIa inh
> O=C(CN1CCN(Cc2cccc(Cl)c2)C1=O)NCc1ccccn1
 : 6 | -1
> COc1cc(C=O)ccc1Oc1nnnn1-c1ccc(C(N)=O)cc1
 : 10 | -4
> CCOc1ccc(NC(=O)N2CCC(C(=O)c3ccc(F)cc3)CC2)cc1
 : -8 | -10
> c1ccc(Sc2nc(N3CCCCC3)nc(N3CCCCC3)n2)nc1
 : 3 | -7
> CC1(C)N=C2C(=[N+]1[O-])CCC/C2=N\O
 : 3 | 6
> CCCNS(=O)(=O)c1ccc(CCC(=O)N2CCC(C)CC2)cc1
 : -1 | 5

Next structures
FXIIa inh | FXIa inh | SMILES
11 | 5 | CCC(C(=O)OC)n1cnc2c(nnn2-c2cccc(Cl)c2)c1=O (stereo not given)
-16 | 1 | COc1cc(OC)cc(-c2nc3cc(C)ccc3o2)c1
12 | 7 | Cc1nc2ccccc2c2nc3ccccc3n12
-2 | -1 | O=C(Nc1ccc(F)cc1)N1CCN(C/C=C/c2ccccc2)CC1
6 | -10 | Cc1cc(C(=O)OCC(=O)N2CCCC2)c2ccccc2n1
-3 | -13 | Cc1ccc(OCC(=O)Nc2cccc3nsnc23)c(C)c1
7 | 0 | CCCC(=O)Nc1nc2nc(C)cc(=O)n2[nH]1
9 | 6 | Nc1ccc2c(c1)CCC2=O
-1 | -2 | Cc1cnc(NC(=O)C2CCCO2)s1 (stereo not given)
-17 | 18 | Cc1nn2c(NCCCN(C)C)c3c(nc2c1-c1ccccc1)CCC3
4 | 2 | Cc1ccc2[nH]c(=O)c(CNC(C)(C)C)cc2c1
-14 | -6 | CCCN1CCCc2cc(CN(CCCN3CCOCC3)C(=O)Nc3ccc(OCC)cc3)ccc21
3 | 25 | CC(=O)Nc1ccc(S(=O)(=O)Nc2cccc(-c3nc4ccccc4o3)c2)cc1
13 | -3 | Cc1cccc(NC(=O)c2nc(-c3ccccc3)n(-c3ccccc3)n2)c1C
-66 | -21 | CC(C)CN(Cc1c(O)ccc2c3c(c(=O)oc12)CCC3)CC(C)C
9 | 4 | Cn1cnnc1SCc1cccc(Br)c1
5 | 5 | COc1ccc(-c2cnnn2-c2ccc(N)cc2)cc1OC
4 | -4 | Cc1ccc(S(=O)(=O)NCCCCCC(=O)Nc2ccccn2)cc1
-14 | -4 | CCc1c(C)nc(N2CCN(Cc3ccccc3)CC2)[nH]c1=O
1 | 6 | O=S(=O)(NC1CCCC1)c1ccc(S(=O)(=O)N2CCCN(Cc3ccccc3)C2)cc1
-14 | -10 | COc1ccc(S(=O)(=O)NCCc2cn3cccc(C)c3n2)cc1OC
4 | -4 | Cc1cccc(C)c1OC(=O)CSc1nnc(-c2ccccc2O)o1
0 | -1 | COc1ccc(CNC(=O)C(c2ccco2)N(C(=O)c2csnn2)c2cccc(C)c2C)cc1 (stereo not given)
9 | 3 | O=C1CN(C(=O)CSc2nncn2-c2ccccc2)c2ccccc2N1
-1 | 0 | CC(=O)C1C(c2ccc(C)cc2)c2c(n[nH]c2C)CC1(C)O (stereo not given)
-7 | -11 | C/C(=N\NC(=O)CNc1ccccc1Cl)C(C)(C)C
-14 | -12 | Cc1ccc(CC(=O)N2CC(C)OC(C)C2)cc1 (stereo not given)
2 | 1 | COc1ccc(OC)c(NC(=O)C2CC(=O)n3ncnc3N2)c1 (stereo not given)
-5 | -3 | CCCOc1ccc(N2C(=O)C3C(C(C)C)NC4(C(=O)c5ccccc5C4=O)C3C2=O)cc1 (stereo not given)
7 | -3 | O=C(O)c1ccc(COc2cccc(CO)c2)cc1

Following part:
FXIIa inh | FXIa inh | SMILES
-12 | -15 | CSc1ccc(Cn2nnc(C(=O)Nc3ccc(C)c(C)c3)c2N)cc1
-2 | -1 | O=C(NC(c1ccccc1)c1ccccc1)c1ccc(S(=O)(=O)C(F)F)cc1
-10 | 21 | CCOC(=O)c1cc(NC(=O)Nc2ccccc2OC)c(C)nc1C
6 | 0 | O=C(CCn1cnc2ccccc2c1=O)Nc1nc2c(s1)CCCC2
-14 | -2 | O=C(NC1CC2CCC(C1)N2C(=O)NC1CCCCC1)NC12CC3CC(CC(C3)C1)C2 (stereo not given)
6 | -11 | COc1ccc(CNC(=O)c2sc(=S)n(-c3ccc(OC)cc3)c2N)cc1
2 | 3 | O=C(NCc1cccs1)C1CCN(C(=O)NCc2ccccc2)CC1
5 | 2 | CCOC(=O)c1cc(CC)sc1NC(=O)c1cc(OCC)c(OCC)c(OCC)c1
2 | -2 | CN(C)/C=C1\C(=O)Nc2ccccc21
4 | -1 | CC1CN(c2cc(-c3ccccc3)c3ccccc3n2)CC(C)O1 (stereo not given)
12 | 7 | CCN1C(=O)/C(=C2/C=Cc3ccccc3N2C)OC1=S
5 | 0 | O=C(Nc1ccccc1C(=O)Nc1ccc2c(c1)OCO2)c1ccco1
4 | 2 | CCOC(=O)N1CCC(NC(=O)c2ccc(OC)c(CN3CC(=O)N4CCCC4C3=O)c2)CC1 (stereo not given)
5 | 0 | Cn1c(SCC(=O)Nc2ccc(N3CCOCC3)cc2)nnc1-c1ccccc1
5 | 6 | COc1ccc(CCNC(=O)c2[nH]c(C)c(C(C)=O)c2C)cc1
4 | -1 | CCc1cccc(NC(=O)NC2CCCCC2)c1
8 | -9 | Cc1cc(C(=O)CSc2nnc(-c3ccccc3)o2)c(C)n1CC1COc2ccccc2O1 (stereo not given)
-5 | 0 | CCCSc1nnc(-c2cccc(S(=O)(=O)N(C)C)c2)n1-c1cc(OC)ccc1OC
16 | -3 | Cc1nccn1Cc1cccc2ccccc12
2 | 10 | COc1cccc(NC(=O)CCN2CCN(c3ccccc3F)CC2)c1
5 | -2 | O=C(C1CCCCC1)N1CCN(S(=O)(=O)c2ccc(Br)cc2)CC1
-10 | 2 | O=c1c(F)cn(C2CCCO2)c(=O)n1Cc1ccccc1F (stereo not given)
3 | 2 | CCN(CC)c1cc(C)c2cc(NC(=O)c3ccc(Br)o3)ccc2n1
8 | 1 | CC1=N/C(=C/c2ccc([N+](=O)[O-])cc2)C(=O)N1c1ccc(Cl)cc1Cl
-13 | 3 | CCOC(=O)CN(C(=O)CSc1nnc(-c2ccc(OC)c(OC)c2)o1)c1ccc(F)cc1
5 | 9 | COc1ccccc1N1CCN(S(=O)(=O)/C=C/c2ccccc2)CC1
-2 | -3 | COc1cccc(O[C@@H]2O[C@@H]3COC(C)(C)O[C@H]3[C@H](O)[C@H]2NC(C)=O)c1
5 | 3 | Cc1cc(NC(=O)Nc2cccc(C(F)(F)F)c2)no1
8 | -2 | O=C(Nc1cccc(C(F)(F)F)c1)C1CCCCC1
8 | 0 | COc1ccccc1C(=O)NC1CCCCCCC1

(list continues)
FXIIa inh | FXIa inh | SMILES
2 | -2 | COCCNC(=O)C(c1ccco1)N(C(=O)Cn1nnc2ccccc21)c1cc(C)ccc1C (stereo not given)
9 | 6 | CCOC(=O)COn1c(-c2cccc(Cl)c2)nc2ccc([N+](=O)[O-])cc21
11 | 0 | COC(=O)c1cc(OC)c(OC)cc1NC(=O)c1c(-c2ccccc2)noc1C
4 | 3 | CC1(C)Cc2ccccc2C(c2cc3ccccc3oc2=O)=N1
